Source: PubChem
All columns: NCI-60 one-dose screen, growth in % after 48 h at 10 µM unless noted; 100 = growth as untreated, 0 = no growth, -100 = all killed.
HOP-62 = HOP-62 NSCLC | AID 1794735 | 80,000 compounds, 3.9% hits
HOP-92 = HOP-92 NSCLC cells. 71,000 compounds, 6.3% hits. AID 1794738
RPMI-8226 = RPMI-8226 leukemia cells | 77,000 compounds, 7.5% hits
UACC-62 = UACC-62 melanoma; 81,000 compounds, 5.4% hits; AID 1794756
M14 = M14 melanoma; AID 1794745; 80,000 compounds, 6.2% hits
EKVX = EKVX NSCLC; 71,000 compounds, 3% hits
A549/ATCC = A549/ATCC NSCLC; AID 1794740; 81,000 compounds, 3.7% hits
CCRF-CEM = CCRF-CEM leukemia; 77,000 compounds, 7% hits; AID 1794778
Active calls of the source: *; & = joins results of further samples. Rule for the calls: active = growth percent below 10; inactive = the rest. An unsorted share of the library, and some 12% of all compounds hit somewhere here.

`O=C(c1nc2ccccc2[nH]1)C1C(c2ccccc2O)C2CC3CCCC[C@H]3N2[C@@]12C(=O)Nc1cc(Cl)ccc12` (some centres not stated) gave HOP-62 77, HOP-92 64, RPMI-8226 35, UACC-62 62, M14 51, EKVX 75, A549/ATCC 67 and CCRF-CEM 42.
For CCN(CC)c1nc(Cl)nc(Nc2ccc3cc(-c4ccccc4)c(=O)oc3c2)n1 the results were HOP-62 121, HOP-92 92, RPMI-8226 92, UACC-62 96, M14 121, EKVX 121, A549/ATCC 111 and CCRF-CEM 78.
Screening O=[N+]([O-])c1cnc(N2CCN(c3ccc(C(F)(F)F)cc3)CC2)nc1N1CCN(c2ccc(C(F)(F)F)cc2)CC1 returned HOP-62 96, HOP-92 87, RPMI-8226 101, UACC-62 93, M14 93, EKVX 74, A549/ATCC 103 and CCRF-CEM 101.
Screening COc1cc(/C=C/C(=O)O)ccc1OC(C)=O returned HOP-62 97, HOP-92 107, RPMI-8226 102, UACC-62 98, M14 102, EKVX 105, A549/ATCC 95 and CCRF-CEM 116.
CCN1CC(=O)N(C)C1=S was read as HOP-62 116, HOP-92 91, RPMI-8226 103, UACC-62 101, M14 102, A549/ATCC 98 and CCRF-CEM 100.
`COc1ccc(C(c2cc(OC)c(OC)c(OC)c2)N2CCCCC2)cc1` (configuration not stated) gave HOP-62 30, HOP-92 44, RPMI-8226 51, UACC-62 18, M14 23, EKVX 59, A549/ATCC 49 and CCRF-CEM 30.
For S=c1oc(-c2cc(Cl)cc(Cl)c2Cl)nn1CN1CCOCC1 the results were HOP-62 106, HOP-92 117, RPMI-8226 99, UACC-62 94, M14 109, EKVX 103, A549/ATCC 103 and CCRF-CEM 94.
For Cc1ccc(CC(=O)O)c(C)c1 the results were HOP-62 100, HOP-92 99, RPMI-8226 104, UACC-62 99, M14 102, EKVX 109, A549/ATCC 94 and CCRF-CEM 101.
For Nc1cccc(C(=O)Nc2ccccc2)c1 the results were HOP-62 99, HOP-92 105, RPMI-8226 116, UACC-62 98, M14 102, EKVX 94, A549/ATCC 103 and CCRF-CEM 110.
For COc1ccccc1C(=O)C(=O)c1ccccc1OC the results were HOP-62 95, HOP-92 101, RPMI-8226 106, UACC-62 107, M14 103, EKVX 101, A549/ATCC 106 and CCRF-CEM 97.
For CCCCCCCCCCCN(c1ccc(C(=O)OCC)cc1)S(=O)(=O)c1ccc(C)cc1 the results were HOP-62 103, HOP-92 69, RPMI-8226 88, UACC-62 90, M14 95, A549/ATCC 103 and CCRF-CEM 86.
Screening CCCCCN1C=C/C(=C\C(=O)N(C)c2ccccc2)c2ccccc21 returned HOP-62 99, HOP-92 82, UACC-62 93, EKVX 94, A549/ATCC 107 and CCRF-CEM 90.
For NC(=S)N1N=C(c2ccccc2)CC1c1ccc2c(c1)OCO2 (configuration not stated) the results were HOP-62 120, HOP-92 102, UACC-62 75, M14 97, EKVX 60, A549/ATCC 98 and CCRF-CEM 78.
Screening O=C(NCn1c(=O)[nH]c2ccccc2c1=O)Nc1ccccc1 returned HOP-62 106, HOP-92 132, RPMI-8226 94, UACC-62 87, M14 115, EKVX 105, A549/ATCC 99 and CCRF-CEM 104.
Screening Cc1ccn2c1C(=O)N(c1ccccc1)C2=S returned HOP-62 115, HOP-92 110, RPMI-8226 100, UACC-62 93, M14 105, EKVX 98, A549/ATCC 108 and CCRF-CEM 102.

13 entries already listed, sorted by heavy-atom count, falling:
Screening O=[N+]([O-])c1cnc(N2CCN(c3ccc(C(F)(F)F)cc3)CC2)nc1N1CCN(c2ccc(C(F)(F)F)cc2)CC1 returned HOP-62 96, HOP-92 87, RPMI-8226 101, UACC-62 93, M14 93, EKVX 74, A549/ATCC 103 and CCRF-CEM 101.
`O=C(c1nc2ccccc2[nH]1)C1C(c2ccccc2O)C2CC3CCCC[C@H]3N2[C@@]12C(=O)Nc1cc(Cl)ccc12` (some centres not stated) gave HOP-62 77, HOP-92 64, RPMI-8226 35, UACC-62 62, M14 51, EKVX 75, A549/ATCC 67 and CCRF-CEM 42.
For CCCCCCCCCCCN(c1ccc(C(=O)OCC)cc1)S(=O)(=O)c1ccc(C)cc1 the results were HOP-62 103, HOP-92 69, RPMI-8226 88, UACC-62 90, M14 95, A549/ATCC 103 and CCRF-CEM 86.
For CCN(CC)c1nc(Cl)nc(Nc2ccc3cc(-c4ccccc4)c(=O)oc3c2)n1 the results were HOP-62 121, HOP-92 92, RPMI-8226 92, UACC-62 96, M14 121, EKVX 121, A549/ATCC 111 and CCRF-CEM 78.
`COc1ccc(C(c2cc(OC)c(OC)c(OC)c2)N2CCCCC2)cc1` (configuration not stated) gave HOP-62 30, HOP-92 44, RPMI-8226 51, UACC-62 18, M14 23, EKVX 59, A549/ATCC 49 and CCRF-CEM 30.
Screening CCCCCN1C=C/C(=C\C(=O)N(C)c2ccccc2)c2ccccc21 returned HOP-62 99, HOP-92 82, UACC-62 93, EKVX 94, A549/ATCC 107 and CCRF-CEM 90.
Screening O=C(NCn1c(=O)[nH]c2ccccc2c1=O)Nc1ccccc1 returned HOP-62 106, HOP-92 132, RPMI-8226 94, UACC-62 87, M14 115, EKVX 105, A549/ATCC 99 and CCRF-CEM 104.
For S=c1oc(-c2cc(Cl)cc(Cl)c2Cl)nn1CN1CCOCC1 the results were HOP-62 106, HOP-92 117, RPMI-8226 99, UACC-62 94, M14 109, EKVX 103, A549/ATCC 103 and CCRF-CEM 94.
For COc1ccccc1C(=O)C(=O)c1ccccc1OC the results were HOP-62 95, HOP-92 101, RPMI-8226 106, UACC-62 107, M14 103, EKVX 101, A549/ATCC 106 and CCRF-CEM 97.
Screening Cc1ccn2c1C(=O)N(c1ccccc1)C2=S returned HOP-62 115, HOP-92 110, RPMI-8226 100, UACC-62 93, M14 105, EKVX 98, A549/ATCC 108 and CCRF-CEM 102.
For Nc1cccc(C(=O)Nc2ccccc2)c1 the results were HOP-62 99, HOP-92 105, RPMI-8226 116, UACC-62 98, M14 102, EKVX 94, A549/ATCC 103 and CCRF-CEM 110.
For Cc1ccc(CC(=O)O)c(C)c1 the results were HOP-62 100, HOP-92 99, RPMI-8226 104, UACC-62 99, M14 102, EKVX 109, A549/ATCC 94 and CCRF-CEM 101.
CCN1CC(=O)N(C)C1=S was read as HOP-62 116, HOP-92 91, RPMI-8226 103, UACC-62 101, M14 102, A549/ATCC 98 and CCRF-CEM 100.

New compounds follow.
`COc1ccc(N2CCN(Cc3nnc4n(Cc5ccccc5)c(=O)c5c6c(sc5n34)CCCC6)CC2)cc1` gave HOP-62 86, HOP-92 113, RPMI-8226 96, UACC-62 100, M14 99, EKVX 99, A549/ATCC 85 and CCRF-CEM 108.
CCCCCCCCCC(N)=O was read as HOP-62 98, HOP-92 80, RPMI-8226 99, UACC-62 96, M14 111 and A549/ATCC 98.
Cc1cc(Nc2nc(N3CCOCC3)nc3ccccc23)n[nH]1 was read as HOP-62 78, HOP-92 61, RPMI-8226 83, UACC-62 46, M14 46, A549/ATCC 53 and CCRF-CEM 66.
`CC(=O)c1ccc2c(c1)C(C)(C)C(C)CC2(C)C` (configuration not stated) gave HOP-62 100, HOP-92 109, UACC-62 103, M14 97, EKVX 97, A549/ATCC 98 and CCRF-CEM 105.
`COc1cc(C(=O)N2CCN(c3ccccc3OC)CC2)c(NC(=O)c2cnccn2)cc1OCc1ccccc1` gave HOP-62 85, HOP-92 11, RPMI-8226 66, UACC-62 73, M14 98, EKVX 57, A549/ATCC 92 and CCRF-CEM -44*.
For CC(=O)Nc1ccc(C=O)cc1 the results were HOP-62 102&102, HOP-92 103&103, RPMI-8226 101&111, UACC-62 97&111, M14 101, EKVX 122, A549/ATCC 98&104 and CCRF-CEM 100&100.
Screening CN(C)c1ccc(/C=C2\SC(N3CCCCC3)=NC2=O)cc1 returned HOP-62 114, HOP-92 96, UACC-62 92, M14 109, EKVX 101, A549/ATCC 90 and CCRF-CEM 60.
`CN1CCN(c2ccc(Nc3nc(NCCNS(=O)(=O)c4ccc(F)cc4)c4sccc4n3)cc2)CC1` gave HOP-62 105, HOP-92 59, RPMI-8226 83, UACC-62 99, M14 100, EKVX 95, A549/ATCC 108 and CCRF-CEM 77.
For O=C1Nc2ccccc2/C1=C\c1c(-c2ccc(F)cc2)nc2ccccn12 the results were HOP-62 72, HOP-92 79, RPMI-8226 95, UACC-62 65, M14 53, EKVX 46, A549/ATCC 89 and CCRF-CEM 68.
`O=[N+]([O-])c1ccc(-[n+]2cc([O-])on2)cc1` gave HOP-62 125, HOP-92 85, RPMI-8226 100, UACC-62 104, M14 115, EKVX 98, A549/ATCC 97 and CCRF-CEM 99.
COc1cc(-c2nnc(-c3c(-c4ccc(F)cc4)nc4ccccn34)o2)cc(OC)c1OC was read as HOP-62 63, RPMI-8226 72, UACC-62 90, M14 104, EKVX 97, A549/ATCC 71 and CCRF-CEM 89.
`NC(=O)c1c(Nc2ccccc2)nn2c(-c3ccc(Cl)cc3)c(-c3nc4ccccc4s3)c(N)nc12` gave HOP-62 90, HOP-92 99, RPMI-8226 101, UACC-62 91, M14 105, EKVX 94, A549/ATCC 115 and CCRF-CEM 108.
For c1ccc(CN2CCCCC2)nc1 the results were HOP-62 92, HOP-92 97, RPMI-8226 107, UACC-62 98, M14 94, EKVX 94, A549/ATCC 104 and CCRF-CEM 111.
For CCOC(=O)C1CN(C(=O)OCC)C/C1=N/NC(N)=O (configuration not stated) the results were HOP-62 100, HOP-92 89, RPMI-8226 109, UACC-62 112, M14 97, EKVX 109, A549/ATCC 99 and CCRF-CEM 100.
Screening CNC(=O)c1cc(Oc2cccc3nc(Nc4ccc(F)c(F)c4)ccc23)ccn1 returned HOP-62 39, HOP-92 74, RPMI-8226 79, UACC-62 44, M14 78, EKVX 93, A549/ATCC 73 and CCRF-CEM 66.
Screening c1ccc(C2CC(c3cccc(Nc4ccncc4)c3)=NN2c2ccccc2)cc1 (configuration not stated) returned HOP-62 71, HOP-92 55, RPMI-8226 16, UACC-62 97, M14 -57*, EKVX 91, A549/ATCC 51 and CCRF-CEM 57.
`O=C(O)/C=C/C(=O)NC1CCCCC1` gave HOP-62 102, RPMI-8226 108, UACC-62 94 and M14 105.
Screening CC(=O)c1ccc(NC(=O)CSc2nnc(-c3cc(-c4ccc(S(N)(=O)=O)cc4)nc4ccccc34)n2-c2ccccc2)cc1 returned HOP-62 104, HOP-92 122, RPMI-8226 96, UACC-62 80, M14 105, EKVX 92, A549/ATCC 95 and CCRF-CEM 90.
NS(=O)(=O)c1ccc(NNCCC(=O)c2ccc3ccccc3c2)cc1 was read as HOP-62 124, HOP-92 110, RPMI-8226 90, UACC-62 95, M14 103, EKVX 109, A549/ATCC 107 and CCRF-CEM 104.
CC(=O)NCCCOc1ccc([N+](=O)[O-])cc1 was read as HOP-62 105, HOP-92 97, RPMI-8226 87, UACC-62 109, M14 115, A549/ATCC 96 and CCRF-CEM 95.
`CCN(CC)CCNC(Cc1ccccc1)c1ccc(OCc2ccccc2)cc1` (configuration not stated) gave HOP-62 93, HOP-92 6.4*, RPMI-8226 35, UACC-62 -51*, M14 -30*, A549/ATCC 70 and CCRF-CEM 51.
For CCOc1ccc(-n2cc(-c3ccc(N(C)C)cc3)[n+]3c2CCCCC3)cc1 the results were HOP-62 3.0*, HOP-92 -8.5*, RPMI-8226 6.4*, UACC-62 20, M14 10, EKVX 14, A549/ATCC 22 and CCRF-CEM 28.
Screening Nc1ccccc1/C=C\c1ccccc1N returned HOP-62 89, HOP-92 76, UACC-62 82, M14 113, EKVX 89, A549/ATCC 86 and CCRF-CEM 46.
`FC(F)(F)c1cn(CC2CCNCC2)c2ncnc(Br)c12` gave HOP-62 105, HOP-92 120, RPMI-8226 102, UACC-62 97, M14 107, EKVX 106, A549/ATCC 105 and CCRF-CEM 84.
Screening COc1ccc(C(=O)c2sc3nc(C)cc(C)c3c2N)cc1OC returned HOP-62 53, HOP-92 90, RPMI-8226 96, UACC-62 81, M14 105, A549/ATCC 60 and CCRF-CEM 98.
Screening CCCC(=O)c1cc(O)c(O)cc1O returned HOP-62 110, HOP-92 92, RPMI-8226 103, UACC-62 98, M14 108, EKVX 95, A549/ATCC 96 and CCRF-CEM 102.
`O=C(Cc1ccccc1[N+](=O)[O-])NCC(=O)c1ccc2c(c1)OCO2` gave HOP-92 111, UACC-62 99, M14 104, EKVX 101, A549/ATCC 99 and CCRF-CEM 93.
Screening COc1cc(C(=O)O)cc(Cl)c1OC returned HOP-62 96, HOP-92 105, RPMI-8226 110, UACC-62 95, M14 103, EKVX 106, A549/ATCC 98 and CCRF-CEM 93.
Screening CN1C(=O)/C(=C/C2=Cc3ccccc3OC2)S/C1=N/c1nccs1 returned HOP-62 94, HOP-92 84, RPMI-8226 98, UACC-62 82, M14 107, EKVX 75, A549/ATCC 106 and CCRF-CEM 100.
For CCOC(=O)C(C)(C#N)C(C)CC (configuration not stated) the results were HOP-62 100, HOP-92 104, RPMI-8226 108, UACC-62 115, M14 109, EKVX 114, A549/ATCC 98 and CCRF-CEM 112.
Screening CCc1c(C)c2cc(-n3c(-c4ccc(OC)cc4)csc3=N)c(O)c(C)c2oc1=O returned HOP-62 30, HOP-92 33, RPMI-8226 -9.4*, UACC-62 2.0*, M14 9.8*, EKVX 19, A549/ATCC 26 and CCRF-CEM 7.2*.
